High-throughput results from PubChem BioAssay.
mcGAS MS inh = mouse cGAS inhibition by mass spec | Q8C6L5 | recombinant mouse cGAS, cGAMP by RapidFire MS | inhibition, % at 12.5 µM | 130,000 tested, 0.18% active;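 active = inhibition of cGAS enzyme activity at or above 60%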;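 note: enzyme stimulated by 45 bp dsDNA with ATP and GTP substrates; cGAMP share of summed cGAMP plus half ATP and half GTP signals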
Target sequence (Q8C6L5 whole entry, looked up): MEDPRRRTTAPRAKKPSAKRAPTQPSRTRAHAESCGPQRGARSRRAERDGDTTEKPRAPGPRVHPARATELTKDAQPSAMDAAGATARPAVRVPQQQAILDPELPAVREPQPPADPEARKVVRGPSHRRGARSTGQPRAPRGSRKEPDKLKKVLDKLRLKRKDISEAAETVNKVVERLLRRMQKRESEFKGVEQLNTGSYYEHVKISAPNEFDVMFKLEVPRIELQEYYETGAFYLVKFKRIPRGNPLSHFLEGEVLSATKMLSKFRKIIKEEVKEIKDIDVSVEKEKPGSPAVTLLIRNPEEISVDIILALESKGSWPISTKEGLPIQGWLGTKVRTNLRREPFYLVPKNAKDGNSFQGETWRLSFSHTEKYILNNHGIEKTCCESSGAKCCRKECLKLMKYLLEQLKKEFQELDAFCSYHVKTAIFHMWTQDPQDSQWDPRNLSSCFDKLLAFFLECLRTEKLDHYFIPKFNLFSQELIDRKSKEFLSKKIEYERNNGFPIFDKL
* = called active by the depositor; & = joins results of further samples.

SMILES	mcGAS MS inh
Nc1nc2c(c(=O)[nH]1)N(C=O)C(CNc1ccc(C(=O)N[C@@H](CCC(=O)O)C(=O)O)cc1)CN2 (stereo not given in full)	-2&-2
CCOc1ccccc1NC(=O)c1c(-c2ccccc2Cl)noc1C	-1
COC(=O)N=C(Cc1ccc(OC)cc1)c1ccc(OC)cc1	0
NS(=O)(=O)c1ccc(CCNC(=O)/C=C/C2CCCCC2)cc1	-3
Cn1ccnc1SCCNc1cc(N2CCOCC2)ncn1	-10
O=C(CSc1nnc(-c2ccccc2)n1-c1ccccc1)N/N=C\c1ccco1	-7
CSc1ccc(CN(C)C(=O)Cc2cccc(C(F)(F)F)c2)cc1	-12
Cc1ccc(N2CC(CNS(=O)(=O)N(C)C)CC2=O)cc1 (stereo not given)	-13
CC(C(=O)NC1CCN2CCCCC12)S(=O)(=O)c1ccc(F)cc1 (stereo not given)	-9
CC(C)[C@H](Nc1ccnc(-c2ccccc2)n1)C(=O)N1CCCC1	-3
c1ccc(CN2CN=C(Nc3nc4ccccc4o3)NC2)cc1	9
O=C(c1ccc(Cl)s1)N1CCC(n2cc(-c3ccccn3)nn2)CC1	-12

Already shown: entries from further up.
SMILES	mcGAS MS inh
CC(C(=O)NC1CCN2CCCCC12)S(=O)(=O)c1ccc(F)cc1 (stereo not given)	-9
CC(C)[C@H](Nc1ccnc(-c2ccccc2)n1)C(=O)N1CCCC1	-3
c1ccc(CN2CN=C(Nc3nc4ccccc4o3)NC2)cc1	9
O=C(c1ccc(Cl)s1)N1CCC(n2cc(-c3ccccn3)nn2)CC1	-12

Next section
SMILES	mcGAS MS inh
O=C(c1ccc2c(c1)CCO2)N1CCOC(c2ccc(Cl)c(Cl)c2)C1 (stereo not given)	-21
CC(Nc1cnn(-c2ccccc2)c(=O)c1Cl)c1ccc2c(c1)OCCO2 (stereo not given)	-9
CC1(C)[C@H]2CC[C@]1(CS(=O)(=O)N1CCN(Cc3ccc4c(c3)OCO4)CC1)C(=O)C2	-5
O=C(Nc1nc(-c2ccc(Br)cc2)cs1)c1cc(Cl)ccc1[N+](=O)[O-]	-8
COc1ccccc1N1CCN(C2CCCN(Cc3ccccc3-c3ccco3)C2)CC1 (stereo not given)	-2
CC(=O)N1CCN(Cc2ccc3n2CCCN=C3C2CCC2)CC1	1
NS(=O)(=O)c1ccc(OCCSc2ncccn2)cc1	-18
CCN1CCN(Cc2cnc(S(=O)(=O)CC)n2CCCc2ccccc2)[C@@H](C)C1=O	-5
CCN(CC)S(=O)(=O)c1ccc2c3c(cccc13)C(=O)N2C(=O)C(C)C	3
Cc1nn(C(=O)c2cccs2)c(C)c1CN1C(=O)c2ccccc2C1=O	-12
c1ccc(-c2noc(CSc3nnnn3C3CC3)n2)cc1	-1
CCOC(=O)C1(C/C=C/c2ccccc2)CCCN(C(=O)Cn2cnnn2)C1 (stereo not given)	-7
O=C(Nc1cccc(C#Cc2ccccc2)c1)N1CCOC(CO)C1 (stereo not given)	-3
CCNC(=O)N1CC(C(=O)Nc2cc(OC)cc(OC)c2)CC(c2cccc(C)c2)C1 (stereo not given)	-9
O=C(O)c1cc(-c2cccs2)nn1-c1ccc(Cl)c(Cl)c1	-1
OC(c1ccc(F)c(F)c1)c1nc(-c2csc3ccccc23)cs1 (stereo not given)	5
Oc1ccccc1CN1CCC(n2cc(-c3ccc(F)cc3)nn2)CC1	-4
Cc1cc(C(=O)CSc2nnc(NC3CC3)s2)c(C)n1CC(F)(F)F	-3
Cc1oc(-c2cccc(Cl)c2)nc1Cn1ccnc1C	0
COc1cc(CC(=O)NCC2(N(C)CCO)CCCCC2)ccc1C	-2
CCN1CCN(C(=O)CCCc2cn[nH]c2)C(C)C1=O (stereo not given)	-3
N#CCOC(=O)c1ccccc1OCc1ccccc1Br	4
Cc1cc(NC(=O)CN2CCCc3cc(C(F)(F)F)ccc32)on1	7
CC1(C(=O)Nc2cnc3ccccc3c2)CCN1Cc1ccccc1OC(F)F (stereo not given)	-5

6 of the compounds above, comma-delimited.
molecule,mcGAS MS inh
N#CCOC(=O)c1ccccc1OCc1ccccc1Br,4
OC(c1ccc(F)c(F)c1)c1nc(-c2csc3ccccc23)cs1 (stereo not given),5
Oc1ccccc1CN1CCC(n2cc(-c3ccc(F)cc3)nn2)CC1,-4
Cc1oc(-c2cccc(Cl)c2)nc1Cn1ccnc1C,0
O=C(O)c1cc(-c2cccs2)nn1-c1ccc(Cl)c(Cl)c1,-1
CCN1CCN(C(=O)CCCc2cn[nH]c2)C(C)C1=O (stereo not given),-3

Following part.
SMILES	mcGAS MS inh
COCCN1CCCC2(CCN(Cc3cccc(-n4cccn4)c3)C2)C1=O (stereo not given)	-2
Nc1nc2nc(-c3ccc(Cl)cc3)cc(C(F)(F)F)n2n1	5
COc1cc(Br)c(CCNS(=O)(=O)N2CCCC(C)C2)cc1OC (stereo not given)	-33
CC(NC(=O)N1CCN(c2cccc(Cl)c2)CC1)C1CCCO1 (stereo not given)	-22
CN(C)C(CNCc1sc2ccccc2c1Cl)c1ccsc1 (stereo not given)	-12
Cc1c(Br)c(C(F)(F)F)nn1CC(N)=O	-10
Cc1cc(=O)n2nc(N)sc2n1	9
COc1cc(OC)cc(C(=O)N2CCNCC2)c1	-15
c1csc(-c2noc(CN3CCCC(c4nc5ccccc5o4)C3)n2)c1 (stereo not given)	-7
CC(NC(=O)c1cccs1)C(=O)N(C)Cc1ccsc1 (stereo not given)	-11
CC(C)N1CCC(CNC(=O)/C=C/c2ccc(C#N)cc2)C1 (stereo not given)	-4
OC[C@@H](O)[C@H](O)[C@@H](O)[C@H](O)CO	2
CCn1c(CN2CC(C)OC(C)C2)nc2c1c(=O)n(C)c(=O)n2C (stereo not given)	-10
Cc1ccc(NC2CCCN(C(=O)c3cc(=O)c4ccccc4o3)C2)cc1C (stereo not given)	-3
CCn1cc(/C=N/NC(=O)c2ccc(C(C)(C)C)cc2)cn1	-3
Cc1ccc(/C=C/S(=O)(=O)Nc2cnn(CC3CCCO3)c2)cc1 (stereo not given)	0
Cc1nc(CC(=O)N(CC#Cc2ccccc2)C2CCCC2)cs1	-7
CC(C)Cn1cnnc1C1CCCN1Cc1cnn(C)c1 (stereo not given)	5
CCN(C)C(C(=O)OCC(=O)NCC(F)(F)F)c1ccccc1 (stereo not given)	-10
O=C(CCc1nnc(Cc2c[nH]c3ccccc23)o1)NCc1ccccc1F	3
Cc1nnc(CN2CCC(NC(=O)C3CCCCC3)CC2)n1C	-51
NC(=O)c1cc2c(nc1/C=C/c1ccccc1)CCC2	-12
Cn1c(-c2c(-c3ccccc3)ncn2CCF)nc2ccccc21	24
Cn1ccc2c(-c3ccccc3C(N)=O)ccnc21	-28

7 entries from above, ordered by their value in mcGAS MS inh, largest number first:
SMILES | mcGAS MS inh
Cn1c(-c2c(-c3ccccc3)ncn2CCF)nc2ccccc21 | 24
Cc1ccc(/C=C/S(=O)(=O)Nc2cnn(CC3CCCO3)c2)cc1 (stereo not given) | 0
CCn1cc(/C=N/NC(=O)c2ccc(C(C)(C)C)cc2)cn1 | -3
Cc1nc(CC(=O)N(CC#Cc2ccccc2)C2CCCC2)cs1 | -7
CCN(C)C(C(=O)OCC(=O)NCC(F)(F)F)c1ccccc1 (stereo not given) | -10
NC(=O)c1cc2c(nc1/C=C/c1ccccc1)CCC2 | -12
Cn1ccc2c(-c3ccccc3C(N)=O)ccnc21 | -28

Next section
SMILES	mcGAS MS inh
CC(Nc1cccc2c1CCCC2)C(=O)N1CCOCC1 (stereo not given)	1
COCCNC(=O)CCC1CCN(C(=O)c2cccc(-c3ncc[nH]3)c2)CC1	-4
O=C(CCN1CCCC1c1ccccc1)NC1CCCC1 (stereo not given)	-16
N#C/C(=C\c1ccc(N2CCCCC2)c([N+](=O)[O-])c1)c1nn(-c2ccccc2)c(N)c1C#N	0
Cc1ccc(C2CC(=O)Nc3c2c(C)nn3-c2ccc(Cl)nn2)cc1 (stereo not given)	0
Cc1cc(C(=O)N2CCCCC2CCOc2ccc(CN(C)Cc3cccs3)cc2)n(C)n1 (stereo not given)	-3
Cc1ccnc(NC(=O)c2cc(Cl)c[nH]2)c1	9
O=C1CCCN1CCCn1cnc(-c2ccccc2)c1-c1ncc[nH]1	-17
Cc1sc(NC(=O)c2ccco2)c(CN2CCN(c3ccccn3)CC2)c1C	-4
Cc1ccccc1CN1CCC(CN(CC2CCCO2)C(=O)c2ocnc2C)CC1 (stereo not given)	-3
CCOc1ccccc1NC(=O)CC(=O)N1CCCC1c1nc(C)no1 (stereo not given)	-29
O=S1(=O)NC2(CCN(Cc3ccc(Cl)s3)CC2)Nc2ccccc21	0
O=C(c1cccc(-n2cccc2)c1)N1CCN(C(=O)c2ccco2)CC1	-27
CSc1nc(Cl)cn(C)c1=O	-9
CC1(C(=O)NS(=O)(=O)Cc2ccccc2C(F)(F)F)CCN1C(=O)CC1CCCCC1 (stereo not given)	-8
COc1cccc2c1OCCCN(C(=O)c1cc(C3CC3)[nH]n1)C2	-6
Cc1c(C)c(C)c(S(=O)(=O)N2CCS(=O)C(C)(C)C2)c(C)c1C (stereo not given)	-3
CC(C)(C)C(=O)NC(NC(=S)Nc1ccccc1O)C(Cl)(Cl)Cl (stereo not given)	-22
Cc1cccc(-c2ncc(CN3CCN(CCc4ccncc4)CC3)cn2)c1	-6
CC1(C)C2=C(CCCC2=O)OC(=N)C1C#N (stereo not given)	-14
Cc1cc2nc(NC(=O)C3(C)CCCN(C)C3)[nH]c2cc1C (stereo not given)	6
CC(C)(C#N)C(=O)N1CCC(c2ncc(-c3ccc(F)c(F)c3)[nH]2)CC1	-6
COCC1(C(=O)NCCn2ccnn2)CCC1	-36
COc1ccccc1N1CCN(C2CCCN(C(=O)c3cccc(NC(C)=O)c3)C2)CC1 (stereo not given)	-5
COc1ccc2c(c1)OCC(C(=O)Nc1ccc3[nH]c(=O)[nH]c3c1)C2 (stereo not given)	17
CC(OC(=O)c1ccc(C(C)C)cc1)C(=O)Nc1ccc(S(N)(=O)=O)cc1 (stereo not given)	-14
C=CCNS(=O)(=O)c1cccc2nonc12	2
CC1CCCN1Cc1cccc(C(=O)Nc2ccc3ncccc3c2)c1 (stereo not given)	-30
S=c1nc(COc2ccc(Cl)cc2)[nH][nH]1	-3
O=C(CC(Nc1ccc2ccccc2c1)c1ccncc1)c1ccccc1 (stereo not given)	-23
COc1cc(C(=O)N(C)Cc2ccc(OC(F)F)cc2)cc2c1OCCO2	-2
CC(CNC(=O)c1cccc(C(N)=O)c1)Oc1cccc(Cl)c1 (stereo not given)	0
OCc1csc(N2CCCC(CO)(CCc3ccccc3)C2)n1 (stereo not given)	-8
COC(=O)c1ccc(Cn2c(C)c(C(=O)NCc3ccccc3C(F)(F)F)sc2=O)o1	1
O=C(Cc1ccc(F)cc1)N1CCN(c2ccc3nccnc3n2)CC1	-6
Cc1cc(=O)oc(C)c1C(=O)OC(C(=O)N(C)C)c1ccccc1 (stereo not given)	-9
Cc1ccc(-c2ccnc(-c3ccn[nH]3)n2)c(C)n1	-21
OC(c1ccccc1)c1cc(Cl)ccc1Cl (stereo not given)	0
Cc1nn(CC(=O)Nc2ccc(S(N)(=O)=O)cc2)c(=O)c2ccccc12	-10
CN(C)Cc1cc(-c2nccn2Cc2cnn(C)c2)ccc1O	-11
Cc1ccc(Nc2nc3ccccc3c(=O)n2C)cc1	21
O=S(=O)(NC1CCC2(CC1)OCCO2)c1ccccc1Br	6
Cn1cc(C(=O)NCc2ccco2)c2n[nH]c(=O)c-2c1	0
CCc1c(C(=O)N(Cc2cccnc2)C[C@@H]2CCC(=O)N2)[nH]c2ccccc12	-19
CC(=NOCc1nnc(-c2cccs2)o1)c1cc2ccccc2o1	-5
CC(C)c1cccc2c1OCCCC2=O	1
Cc1ccc(C(=O)Nc2c3c(nn2-c2cc(C)cc(C)c2)CSC3)cc1	-11
Cc1ccnc(NC(=O)c2ccc3c(c2)CC(c2ccccc2)OC3=O)c1 (stereo not given)	-10
O=C(O)CCc1nnc(-c2cccc(C(F)(F)F)c2)o1	3
CC(C(=O)O)N1C(=O)C2CCCCC2C1=O (stereo not given)	-5
CCOCCC1(CNC(=O)C2CC(=O)N(C)C2)CCCC1 (stereo not given)	-12
CCCCN(C1CCS(=O)(=O)C1)S(=O)(=O)c1ccc(Br)cc1 (stereo not given)	-4
Cc1ccc(CNC2CC(=O)N(Cc3ccccc3C(F)(F)F)C2)o1 (stereo not given)	-6
CCC(Oc1ccccc1)C(=O)N1CCC2(CCCCC2)C1 (stereo not given)	0
Cn1c(-c2nc(C(=O)Nc3nc(-c4cccnc4)cs3)cs2)cc2ccccc21	4
O=C(NCC1CCCN(Cc2cc(Cl)ccc2O)C1)c1cccnc1 (stereo not given)	-10
COc1ccc(CNC(=O)/C(C#N)=C/N2CCN(c3ccccc3)CC2)cc1	-14
O=C1c2cccc3c2[C@H](CCC3)CN1[C@@H]1CN2CCC1CC2	8
COc1ccc(-c2noc(CN3CCN(C(=O)C=Cc4cc(Cl)cc(Cl)c4)CC3)n2)cc1	10
NC(=O)C1CCN(c2ncccc2CNCC2CCCCCCC2)CC1	2
Next section:
SMILES	mcGAS MS inh
Cc1cc(N2C(=O)CCS2(=O)=O)cc(C)c1S(=O)(=O)N(C)CCc1ccncc1	-3
CC(=O)Nc1ccc(N2C(=O)C(C)Oc3ccc([N+](=O)[O-])cc32)cc1 (stereo not given)	-21
COc1cc2c(cc1OC)CN(C(=O)c1cn[nH]n1)CC2	-6
CCn1cnnc1CN(C)C(=O)c1csc(Cc2ccccc2)n1	-41
CCCc1cc(=O)n2[nH]c(C)c(-c3ccc(Cl)cc3)c2n1	-4
O=C(Nn1cnc2c(cnn2-c2ccccc2)c1=O)c1cc2ccccc2oc1=O	-7
Cc1nc2c(C)cccn2c(=O)c1NC(=O)c1ccccc1	-6
S=C(NCCC1=CCCCC1)NC1CC2CCC1C2 (stereo not given)	5

Only part of the results is shown. The share of hits here may be higher or lower than overall.
